# Compound activity as filed in PubChem.
# LMP1 NFkB inh: EBV LMP1-driven NF-kappaB luciferase reporter inhibitors, primary screen, cell-based, luminescence, single point; 350,000 tested, 0.69% active; LMP1-induced NF-kappaB luciferase reporter cells; inhibition, % at 12.5 µM; in the data active means inhibition above about 41%;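 further: 0% = neutral control wells and 100% = reference inhibitor control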
# SRC3 inh: SRC3 coactivator transcriptional activity inhibitors, primary screen, cell-based, luminescence; Nuclear receptor coactivator 3 (Homo sapiens), Q9Y6Q9; HEK293 GAL4-SRC3 luciferase reporter; inhibition, % at 3.6 µM; 360,000 tested, 0.17% active;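 active means inhibition above a per-campaign cutoff, the mean of all compounds plus 3 SD, cut at about 60% in these data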;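 further: 0% = DMSO-treated cells and 100% = gossypol-treated cells at 36 µM; higher means less SRC3-driven luciferase light from the GAL4 reporter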
# Target sequence (Q9Y6Q9 whole entry, looked up, the tested form may be a part): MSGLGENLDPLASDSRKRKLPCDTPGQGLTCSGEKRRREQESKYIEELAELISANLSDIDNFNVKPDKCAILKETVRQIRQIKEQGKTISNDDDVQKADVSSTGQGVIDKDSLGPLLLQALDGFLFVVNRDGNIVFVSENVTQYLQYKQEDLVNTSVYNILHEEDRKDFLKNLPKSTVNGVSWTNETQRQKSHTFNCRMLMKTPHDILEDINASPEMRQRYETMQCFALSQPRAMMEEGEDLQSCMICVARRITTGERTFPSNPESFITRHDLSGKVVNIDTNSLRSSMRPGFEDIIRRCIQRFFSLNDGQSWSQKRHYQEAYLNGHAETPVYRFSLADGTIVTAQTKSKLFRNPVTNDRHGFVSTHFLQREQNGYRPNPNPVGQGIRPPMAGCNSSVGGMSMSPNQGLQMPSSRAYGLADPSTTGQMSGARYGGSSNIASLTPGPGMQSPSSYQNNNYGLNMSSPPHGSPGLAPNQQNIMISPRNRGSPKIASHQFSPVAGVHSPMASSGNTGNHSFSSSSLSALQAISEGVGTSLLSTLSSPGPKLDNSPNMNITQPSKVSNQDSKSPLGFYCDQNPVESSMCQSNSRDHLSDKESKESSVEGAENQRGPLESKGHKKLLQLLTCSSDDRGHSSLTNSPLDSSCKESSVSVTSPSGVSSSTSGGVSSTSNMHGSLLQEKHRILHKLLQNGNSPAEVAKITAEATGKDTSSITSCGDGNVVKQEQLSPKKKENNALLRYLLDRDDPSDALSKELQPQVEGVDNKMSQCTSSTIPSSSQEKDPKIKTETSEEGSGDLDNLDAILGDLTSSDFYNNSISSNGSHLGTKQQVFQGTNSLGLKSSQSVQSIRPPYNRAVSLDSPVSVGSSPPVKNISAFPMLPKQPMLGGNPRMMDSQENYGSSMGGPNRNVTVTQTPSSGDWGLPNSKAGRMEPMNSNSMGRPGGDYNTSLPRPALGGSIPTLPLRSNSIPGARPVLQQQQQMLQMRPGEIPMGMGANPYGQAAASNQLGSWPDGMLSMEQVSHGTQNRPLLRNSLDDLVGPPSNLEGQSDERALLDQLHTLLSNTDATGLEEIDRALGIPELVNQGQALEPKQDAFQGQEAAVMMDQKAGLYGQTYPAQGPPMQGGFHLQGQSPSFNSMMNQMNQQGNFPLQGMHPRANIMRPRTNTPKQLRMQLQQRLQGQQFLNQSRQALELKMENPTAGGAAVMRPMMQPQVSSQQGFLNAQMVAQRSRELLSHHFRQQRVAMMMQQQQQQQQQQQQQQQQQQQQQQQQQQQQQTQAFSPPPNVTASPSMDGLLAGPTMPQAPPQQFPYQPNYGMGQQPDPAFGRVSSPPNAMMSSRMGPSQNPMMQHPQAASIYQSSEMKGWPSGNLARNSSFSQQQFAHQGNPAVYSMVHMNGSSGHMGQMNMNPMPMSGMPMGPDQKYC
# TWEAK Fn14 block: inhibitors of TWEAK-Fn14 signaling, primary screen, luciferase reporter cells, uHTS | TWEAK-stimulated Fn14 reporter cells, luciferase luminescence, 8 h | inhibition, % at 10 µM | 360,000 tested, 2% active; in the data active means inhibition above about 50%
# NOD2-RIPK2 inh: NOD2-RIPK2 binding disruptors in cells, primary screen, fluorescence, CHO cells, BLA complementation. Receptor-interacting serine/threonine-protein kinase 2 (Homo sapiens), O43353. inhibition, % at 4.98 µM. CCF4 ratio. 360,000 tested, 0.38% active. AID 624267, 2012; in the data active means inhibition above about 21%;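 further: 0% = vehicle only and 100% = reference blocker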
# TROY NFkB inh: inhibitors of TROY-driven NF-kB signaling, primary screen, Q293 LMP1-TROYcd cells, NF-kB luciferase, uHTS; Q293 LMP1-TROYcd NF-kB luciferase reporter, 4 h; inhibition, % at 10 µM; 360,000 tested, 0.98% active;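 active means compounds whose plate-normalised and pattern-corrected inhibition of the luciferase reporter signal at the single screening dose is 50% or more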
# TRAIL sens C8: viability loss with TRAIL in NB7+C8 cells, primary screen, TRAIL sensitizer project, cell-based, ATPlite luminescence; 360,000 tested, 1% active; AID 624354, 2012; inhibition (viability loss, TRAIL sensitization), % at 10 µM;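 active means compounds causing at least 50% loss of cell viability in the single-dose screen, relative to plate controls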
# NR2F2 inh: NR2F2 transcriptional activity inhibitors, primary screen, cell-based, luciferase reporter, HEK293T, luminescence; COUP transcription factor 2 (Homo sapiens), P24468; HEK293T NGFI-A luciferase reporter; inhibition, % at 8.6 µM; 370,000 tested, 0.7% active; AID 686940, 2013;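 active means inhibition above a per-plate cutoff, mean inhibition of test wells between control levels plus 3 SD, cut at about 38% in these data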;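 further: cells cotransfected with COUP-TFII expression vector driving the NGFI-A reporter; 0% = median of COUP-TF2 test wells and 100% = reporter-only cells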
# TLR9-MyD88 block: inhibitors of TLR9-MyD88 association in cells, primary screen, cell-based, CHO, BLA complementation, fluorescence; CCF4 FRET ratio; inhibition, % at 4.98 µM; 340,000 tested, 0.21% active; AID 504734, 2011;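 active means inhibition above the mean over all tested compounds plus 3 SD, cut at about 21% in these data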;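 further: 0% = DMSO only wells and 100% = clavulanate BLA inhibitor control wells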
# NR5A2 inv ag: LRH-1 (NR5A2) inverse agonists, primary screen, cell-based, luminescence, HEK293T, StAR-luciferase reporter; Nuclear receptor subfamily 5 group A member 2 (Homo sapiens), O00482; LRH-1 transfected, 24 h; inhibition, % at 3.6 µM; 360,000 tested, 0.13% active; AID 602396, 2012;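 active means inhibition above the mean inhibition of all tested compounds plus 3 SD, cut at about 73% in these data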;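 further: 0% = DMSO wells and 100% = reporter-only cells lacking LRH-1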
# NCOA1 inh: SRC1 coactivator transcriptional activity inhibitors, primary screen, cell-based, luminescence; 360,000 tested, 0.12% active; HEK293 GAL4-SRC1 luciferase reporter; inhibition, % at 3.6 µM;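 active means inhibition above the campaign mean plus 3 SD, with each screening campaign given its own cutoff, cut at about 60% in these data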;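 further: 0% = DMSO treated cells and 100% = gossypol at 36 µM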
# NCOA2 inhibitor: inhibition of GAL4-SRC2 driven luciferase reporter, primary screen, SRC2 inhibitor project, cell-based, luminescence; inhibition, % at 9 µM; Nuclear receptor coactivator 2 (Homo sapiens), Q15596; 370,000 tested, 0.17% active; HEK293 GAL4-SRC2 luciferase reporter;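 active means inhibition above the mean inhibition of all tested compounds plus 3 SD, set per campaign, cut at about 52% in these data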;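 further: 0% = DMSO treated cells and 100% = cells given Gossypol at 36 µM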
# An asterisk follows results filed as active; / = not tested or not shown.
# Letter code – A = LMP1 NFkB inh; B = SRC3 inh; C = TWEAK Fn14 block; D = NOD2-RIPK2 inh; E = TROY NFkB inh; F = TRAIL sens C8; G = NR2F2 inh; H = TLR9-MyD88 block; I = NR5A2 inv ag; J = NCOA1 inh; K = NCOA2 inhibitor
structure: Cc1ccc(C(=O)c2ccccc2C(=O)O)c(O)c1
  A: 2	B: 26	C: -16	D: 1	E: 9	F: -12	G: -1	H: 6	I: 13	J: 6	K: 0
structure: O=C(O)C1C2CCC(C2)C1C(=O)Nc1ccc(Cl)c(Cl)c1 (configuration not stated)
  A: -4	B: 10	C: 7	D: 5	E: 17	F: -9	G: -7	H: -5	I: 6	J: 1	K: -20
structure: Cc1nn(CC(=O)OCC(=O)Nc2cccc(S(N)(=O)=O)c2)c(C)c1[N+](=O)[O-]
  A: -1	B: 15	C: 3	D: 9	E: -21	F: 4	G: -14	H: 4	I: 1	J: -7	K: -27
structure: O=C(Nc1nccs1)c1ccc(-c2ccccc2[N+](=O)[O-])o1
  A: -40	B: -109	C: -10	D: -1	E: -38	F: -4	G: -26	H: -8	I: -79	J: -67	K: -46
structure: Fc1ccc(CNc2nc(-c3cccnc3)nc3ccccc23)cc1
  A: 0	B: 4	C: 31	D: 5	E: 31	F: -13	G: -3	H: 0	I: 12	J: 0	K: -12
structure: Cc1ccc(S(=O)(=O)N(C)c2ccc(C(=O)NCc3cccnc3)cc2)cc1
  A: 8	B: -5	C: 8	D: -12	E: -2	F: -6	G: 14	H: -2	I: 20	J: 11	K: -1
structure: O=C(c1ccncc1)N1CCN(S(=O)(=O)c2cc(C(F)(F)F)cc(C(F)(F)F)c2)CC1
  A: -5	B: -2	C: -1	D: -10	E: 43	F: -2	G: -9	H: 0	I: 0	J: 8	K: -11
structure: COc1ccc(C(=O)NCc2nnc(SCC(=O)N3CCCC3)o2)cc1OC
  A: -2	B: 13	C: 11	D: 2	E: 22	F: -17	G: 6	H: 2	I: 3	J: -28	K: 8
structure: CCn1c(N2CCN(S(=O)(=O)c3ccc(F)cc3)CC2)nc2ccccc21
  A: 3	B: 15	C: 6	D: -48	E: 8	F: 1	G: 4	H: -2	I: 5	J: 9	K: 13
structure: CN(CC(=O)Nc1ccc(F)cc1)C(=O)COC(=O)c1ccc(=O)n(Cc2ccccc2)n1
  A: 1	B: -9	C: -17	D: -6	E: 7	F: 3	G: -2	H: -10	I: -20	J: 3	K: 0
structure: O=C(CCN1C(=O)c2ccccc2C1=O)NCc1ccco1
  A: 6	B: -9	C: -1	D: 3	E: 7	F: 2	G: -24	H: 2	I: 10	J: -11	K: -3
structure: O=C(COc1ccc(Br)cc1)NCCO
  A: -5	B: 5	C: -15	D: -17	E: 16	F: 2	G: 2	H: 2	I: -25	J: 8	K: -2
structure: COc1cc(C)cc(C(=O)O)c1C1=C(O)c2cccc(O)c2C(=O)C1=O
  A: 8	B: 4	C: 15	D: -13	E: 5	F: 2	G: -10	H: -5	I: -11	J: -32	K: -3
structure: O=S(=O)(CCc1nc2ccccc2[nH]1)c1ccc(Br)cc1
  A: 8	B: 19	C: -5	D: 2	E: -7	F: 5	G: -19	H: -10	I: 16	J: -3	K: -11
structure: COc1ccc(C(=O)N(Cc2ccccc2)c2cccc(C)c2)cc1
  A: -1	B: -33	C: -1	D: -1	E: -35	F: 4	G: -3	H: -9	I: -19	J: -41	K: -4
structure: O=C(Nc1ccccc1C(F)(F)F)c1cc(-c2ccccc2O)on1
  A: -94	B: -49	C: -16	D: -5	E: -58	F: 23	G: -36	H: 0	I: -78	J: -51	K: -54
structure: O=C1CC(Cc2ccc(Br)cc2)C(=O)N1c1ccccc1 (configuration not stated)
  A: 4	B: 8	C: -5	D: -3	E: -2	F: -8	G: 17	H: 4	I: 6	J: 14	K: -24
structure: COc1ccc(-c2nnc(SCC(=O)Nc3cc(S(=O)(=O)N4CCCCC4)ccc3Cl)n2N)cc1
  A: 6	B: 6	C: -11	D: -5	E: 10	F: -1	G: 12	H: 2	I: -5	J: 4	K: -10
structure: CCn1c(CNC(=O)c2ccco2)nnc1SCC(=O)c1ccccc1
  A: 4	B: 10	C: -13	D: -9	E: 0	F: -1	G: -5	H: -3	I: -4	J: 9	K: -1
structure: O=C(Nc1ccccc1C(=O)NCc1cccnc1)c1ccco1
  A: 2	B: 7	C: -5	D: 3	E: -2	F: -7	G: -6	H: -4	I: -15	J: 4	K: 1
structure: COc1ccc2nc(N3CCCC(C(=O)NCCCN4CCN(C)CC4)C3)sc2c1 (configuration not stated)
  A: -7	B: -10	C: 0	D: -3	E: -30	F: 28	G: -18	H: -4	I: -14	J: -10	K: -8
structure: CCC(C)NC(=O)CSc1nnc(-c2cc(-c3cccs3)nc3ccccc23)o1 (configuration not stated)
  A: -4	B: 11	C: 29	D: 3	E: 11	F: 15	G: -3	H: -3	I: 10	J: -7	K: 15
structure: CC(=O)NCCNC(=O)C1(C)Cc2c(-c3ccccc3)ccnc2O1 (configuration not stated)
  A: /	B: 3	C: 8	D: 5	E: 1	F: 2	G: -6	H: /	I: 8	J: 4	K: 7
structure: C/C(N)=N\S(=O)(=O)c1ccc(Cl)cc1
  A: 4	B: -9	C: 0	D: -9	E: -8	F: 20	G: -8	H: -4	I: -2	J: 2	K: 10
structure: CCNC(=S)N1CCN(C(=O)C(Cc2ccccc2)NC(C)=O)CC1 (configuration not stated)
  A: -16	B: 10	C: 6	D: -3	E: 5	F: -7	G: 0	H: -3	I: 19	J: 3	K: -5
structure: CCCc1cc(=O)oc2cc(C)c(CN3CCCC3)c(O)c12
  A: 8	B: -12	C: 7	D: 2	E: -17	F: -7	G: -4	H: 3	I: -2	J: -17	K: -15
structure: Cc1ccc(-n2c(-c3ccccc3)n[nH]c2=S)cc1
  A: -7	B: 16	C: 7	D: -5	E: 7	F: 2	G: -6	H: 1	I: 16	J: 4	K: 6
structure: Nc1cccc2cccc([N+](=O)[O-])c12
  A: -4	B: -16	C: 34	D: -8	E: -17	F: -15	G: -3	H: -1	I: 11	J: -10	K: 5
structure: O=C(Nc1cccnc1)C1CCCN(S(=O)(=O)c2cccc3nsnc23)C1 (configuration not stated)
  A: -6	B: 10	C: 4	D: -1	E: 10	F: 2	G: 10	H: -6	I: 0	J: -42	K: -11
structure: O=C(NCC1CCCO1)c1cc(-c2ccc(F)cc2)no1 (configuration not stated)
  A: 14	B: -76	C: -51	D: -13	E: -26	F: 6	G: 6	H: -18	I: -26	J: -99	K: -54
structure: Cc1cc2cc3c(cc2nc1SCC(=O)N1CCN(C(=O)c2ccco2)CC1)OCO3
  A: 9	B: 1	C: -13	D: -2	E: -2	F: 25	G: -8	H: -2	I: 11	J: -1	K: -13
structure: CN(/N=C/c1ccncc1)c1cnc2ccccc2n1
  A: -44	B: -74	C: -6	D: -2	E: -42	F: 34	G: -58	H: -2	I: -152	J: -82	K: -6
structure: COc1ccc(CN(C)C(C)C(=O)N(C)CC(=O)Nc2ccc(C)cc2)cc1F (configuration not stated)
  A: 0	B: -12	C: -21	D: -4	E: 3	F: 12	G: 6	H: 5	I: 0	J: -26	K: -1
structure: COc1ccc2cc3c(N)c(C(=O)NCc4ccco4)sc3nc2c1
  A: -58	B: -43	C: -2	D: 3	E: -25	F: 5	G: -20	H: -8	I: -131	J: -80	K: -67
structure: COC(=O)c1ccc(CN2C(=O)c3ccccc3C2=O)cc1
  A: 12	B: -18	C: -4	D: 4	E: 3	F: 2	G: 1	H: 2	I: 16	J: 3	K: -32
structure: COc1cccc(NCc2cc(=O)oc3cc(C)c(C(C)C)cc23)c1
  A: -12	B: 11	C: -9	D: -6	E: -43	F: 12	G: -18	H: -2	I: -20	J: 2	K: -5
structure: O=C(CCN1CCN(c2ccccc2)CC1)NNC(=S)Nc1ccccc1Cl
  A: 0	B: 6	C: 3	D: -1	E: 12	F: -1	G: -9	H: 3	I: -1	J: -15	K: 0
structure: CCN(C(=O)Cn1nc(C)n2c(cc3cc(C)ccc32)c1=O)c1ccccc1
  A: -5	B: 12	C: -2	D: -4	E: -7	F: 1	G: -11	H: 5	I: 3	J: 2	K: -4
structure: Cc1cc(C)n2nc(C(=O)Nc3ccc4c(c3)CCC4)nc2n1
  A: -3	B: -41	C: -8	D: 1	E: -50	F: 26	G: -14	H: -2	I: -98	J: -82	K: -26
structure: Cc1ccc(NC(=O)CSc2ncccn2)cc1S(=O)(=O)N1CCOCC1
  A: -5	B: 5	C: 5	D: -3	E: -21	F: 0	G: -10	H: -19	I: -35	J: -10	K: -10
structure: COc1ccccc1NC(=O)C(C)OC(=O)/C=C/c1ccc2ccccc2n1 (configuration not stated)
  A: -22	B: -39	C: -18	D: 0	E: -41	F: 2	G: -41	H: 2	I: -25	J: -30	K: -21
structure: Cc1cc(C)nc(Nc2nc(C(N)Cc3ccccc3)cs2)n1 (configuration not stated)
  A: /	B: -10	C: -6	D: -1	E: -12	F: 6	G: -16	H: /	I: 8	J: -6	K: -7
structure: CC[N+]1(CC)CC2=Cc3c(ccc4ccccc34)C(C)C2C1 (configuration not stated)
  A: 3	B: 23	C: -20	D: -2	E: 11	F: -10	G: -5	H: 1	I: 4	J: -3	K: -20
structure: CCc1nc2ccc(C(=O)NC3CCN(Cc4ccccc4)CC3)cn2c1N(C)Cc1cccs1
  A: /	B: -3	C: -4	D: 3	E: 11	F: 23	G: 12	H: /	I: -18	J: -1	K: 17
structure: CC(=O)c1ccc(N2CCN(C(=O)c3cccs3)CC2)c(F)c1
  A: -25	B: -46	C: 3	D: -1	E: 3	F: -1	G: -31	H: -2	I: -1	J: -13	K: -72
structure: O=C(O)CNC(=O)c1ccc2c(c1)OCCO2
  A: -10	B: -2	C: 10	D: -8	E: 2	F: -21	G: -2	H: -4	I: 0	J: -4	K: -4
structure: O=C(OCCN=C1NS(=O)(=O)c2ccccc21)c1cccc([N+](=O)[O-])c1
  A: -5	B: -5	C: 1	D: -4	E: -2	F: -5	G: 1	H: 5	I: 13	J: 3	K: -7
structure: CC(C)C[C@H](NC(=O)N1c2ccccc2NC(=O)[C@@H]1C(C)C)C(=O)N1CCC[C@@H]1C(=O)O
  A: -1	B: 14	C: -1	D: 0	E: -1	F: -27	G: -9	H: -10	I: 11	J: -16	K: 6
structure: COC(=O)N/N=C/c1sc(N2CCCCC2)nc1-c1cccs1
  A: -3	B: -2	C: 5	D: -3	E: 1	F: -11	G: 5	H: 10	I: 20	J: -15	K: 5

# These rows are one share of the data. The share of hits here may be higher or lower than overall.
